# Assay outcomes from PubChem.
# G9a inh = blocks human histone lysine methyltransferase G9a; Q96KQ7; G9a H3K9 monomethylation, AlphaScreen, 2 h; Potency, µM (titrated, usually from 102 µM), inactives show at the top dose activity, negative = inhibition, actives largely listed as inhibitors; hit rate 8.8% among 350,000; further: potency means the concentration at half of the fitted maximal effect; on the % scale 0 is the no-effect control and ±100 the full control effect; nearly all actives have a fitted effect of over 75% in size
# Target sequence (Q96KQ7 913-1193 limits assumed): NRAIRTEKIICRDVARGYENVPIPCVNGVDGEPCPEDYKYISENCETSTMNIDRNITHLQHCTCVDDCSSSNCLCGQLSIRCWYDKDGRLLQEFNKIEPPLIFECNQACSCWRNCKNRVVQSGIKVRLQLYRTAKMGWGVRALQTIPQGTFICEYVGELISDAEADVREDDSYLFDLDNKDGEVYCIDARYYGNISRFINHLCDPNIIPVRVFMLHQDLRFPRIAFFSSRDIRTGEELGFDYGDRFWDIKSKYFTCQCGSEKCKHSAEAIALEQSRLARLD
#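 AlphaScreen detection with an anti-monomethyl H3K9 antibody quantified product after a 2 h room-temperature reaction containing 500 nM biotinylated H3K9 peptide, 20 µM SAM and 20 nM enzyme, which had been preincubated 15 min with compound.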
# BAZ2B inh = inhibitors of human BAZ2B bromodomain; hit rate 4.4% among 360,000; Q9UIF8; Potency, µM (top dose mostly 114 µM), without a hit: at the highest dose activity change, negative = inhibition, actives largely listed as inhibitors; AlphaScreen BAZ2B-H3K14Ac peptide displacement; further: potency means the concentration at half of the fitted maximal effect; on the % scale 0 is the no-effect control and ±100 the full control effect; nearly all actives have a fitted effect of over 60% in size
#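 In this displacement format the biotinylated H3(5-23) peptide acetylated at Lys14 serves as ligand at 50 nM, with BAZ2B at 50 nM in PBS pH 7.4 containing 0.01% Tween-20. Donor and acceptor beads are 10 ug/mL final.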
# HP1b binding inh = blocks HP1-beta chromodomain binding to methylated histone tails. AID 540317. AlphaScreen HP1-beta / biotin-H3K9me3 peptide binding. Potency, µM (series often up to 114 µM), for the others: at the top dose activity change, negative = inhibition, actives largely listed as inhibitors. hit rate 0.56% among 390,000. P83916; further: potency means the concentration at half of the fitted maximal effect; nearly all actives have a fitted effect of over 70% in size; inactives centre near 23
# Target sequence (P83916 whole entry, looked up): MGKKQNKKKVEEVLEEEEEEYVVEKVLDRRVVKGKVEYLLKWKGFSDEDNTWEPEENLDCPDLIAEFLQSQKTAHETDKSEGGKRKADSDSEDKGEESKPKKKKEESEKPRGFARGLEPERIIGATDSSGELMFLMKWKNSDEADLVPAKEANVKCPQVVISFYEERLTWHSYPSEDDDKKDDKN
#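 Compound inhibition of the preformed complex between 50 nM HP1-beta and 50 nM biotinylated H3K9me3 peptide was read by AlphaScreen. Buffer was PBS pH 7.4 with 0.01% Tween-20. Incubations ran 30 min at room temperature, with 10 ug/mL donor/acceptor beads.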
# ERG-DNA inh = ERG Ets/DNA interaction inhibition; P11308; fluorescence polarization, His-ERG Ets domain / labelled DNA; Potency, µM (top dose mostly 76.9 µM), for the others: at the highest dose FP activity, negative = inhibition, hits mostly inhibitors; hit rate 0.028% among 370,000; active means well fitted inhibition curve with a large enough effect in the polarisation, with a control signal flat; inconclusive means small, poorly fitted or top-dose-only effect, or effect the other way, or a change in a side signal; inactive means no such curve, though single readings can be large or run the other way; the % refers to the polarisation;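 further: polarization taken with two DNA probes labelled with fluorescein and Texas red; potency means the concentration at half of the fitted maximal effect; % of control where 0% means no effect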
# Target sequence (P11308 whole entry, looked up, the tested form may be a part): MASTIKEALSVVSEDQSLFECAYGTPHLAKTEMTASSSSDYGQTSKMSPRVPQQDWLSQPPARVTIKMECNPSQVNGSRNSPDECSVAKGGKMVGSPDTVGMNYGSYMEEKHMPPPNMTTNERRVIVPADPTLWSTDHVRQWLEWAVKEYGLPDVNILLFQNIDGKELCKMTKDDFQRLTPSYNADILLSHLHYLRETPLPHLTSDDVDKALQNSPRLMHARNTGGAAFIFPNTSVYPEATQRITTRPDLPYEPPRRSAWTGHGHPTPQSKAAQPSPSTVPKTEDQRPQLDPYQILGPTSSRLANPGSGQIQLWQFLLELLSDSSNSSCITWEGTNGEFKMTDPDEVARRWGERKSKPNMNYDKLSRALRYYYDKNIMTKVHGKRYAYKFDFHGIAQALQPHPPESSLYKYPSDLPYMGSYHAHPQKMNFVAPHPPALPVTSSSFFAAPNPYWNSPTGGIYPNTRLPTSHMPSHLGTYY
#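 His-tagged ERG Ets domain (1 uM in the protein solution; 300mM KCl, 50mM Tris-HCl, 1mM EDTA, 1mM DTT, pH 7.5) received compound, then a probe mix of 5 nM fluorescein-DNA and 100nM Texas-615-DNA. Fluorescence polarization was read for both dyes.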
# GLS inh = blocks human kidney-isoform glutaminase activity. GLS enzymatic activity, qHTS titration. O94925. Potency, µM (highest dose often 45.5 µM), for inactives: at the highest dose activity change, negative = inhibition, usual class: inhibitors. hit rate 0.21% among 410,000. AID 624170; further: potency means the concentration at half of the fitted maximal effect; on the % scale 0 is the no-effect control and ±100 the full control effect
#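 Glutamate formation by hKGA was monitored fluorometrically using coupled glutamate oxidase, HRP and Amplex Red. Substrate was added as 1 mM L-glutamine solution; incubation was 30 min at RT after an initial read.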
# 12-LOX inh = inhibitors of human 12S-lipoxygenase ALOX12; P18054; purified 12hLO, xylenol orange hydroperoxide absorbance; Potency, µM (titrated, usually from 108 µM), inactives show at the top dose activity change, negative = inhibition, usual class: inhibitors; hit rate 1.1% among 580,000; AID 1671190; further: potency means the concentration at half of the fitted maximal effect; on the % scale 0 is the no-effect control and ±100 the full control effect
#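 Purified human 12hLO at 150 nM in 25 mM Hepes, 0.01% Triton X-100, pH 7.0, preincubated 15 min at room temperature with compound. Reaction started with 40 uM arachidonic acid, 30 min at room temperature. Hydroperoxide measured by Fe-xylenol orange, 573/405 nm absorbance ratio.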
# JMJD2A Tudor = inhibitors of human JMJD2A Tudor domain. O75164. AlphaScreen JMJD2A-Tudor / H3K4me3 peptide binding. hit rate 4.4% among 390,000. Potency, µM (doses to about 114 µM), inactives show top-dose activity change, negative = inhibition, most hits filed as inhibitors; further: potency means the concentration at half of the fitted maximal effect; on the % scale 0 is the no-effect control and ±100 the full control effect; nearly all actives have a fitted effect of over 50% in size
# PI4K2A block = PI4K2A (human) kinase inhibition; purified PI4K2A, ADP-Glo luminescence, 1 h; hits give low values; Q9BTU6; hit rate 0.13% among 420,000; activity change, negative = inhibition, % at 76.9 µM; AID 1346378; in the data active means activity change below about -50%; inconclusive means mostly about -30% to -49%;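 further: -100% = wells without enzyme as full effect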
#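 ADP-Glo luminescence measured ADP generated by PI4K2A enzyme (4 ug/mL before mixing) with 1.2 mM PI substrate (pre-mix) and 300 microM ATP (pre-mix). Tris pH7.5 buffer with MgCl2, Triton X-100; 1 h reaction at ambient temperature.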
# RGS4 inhibitor = human RGS4 inhibition | AID 504845 | Transcreener GDP fluorescence polarization, RGS4-accelerated GTP hydrolysis | P49798 | Potency, µM (doses to about 114 µM), for inactives: at the highest dose activity change, negative = inhibition, actives largely listed as inhibitors | hit rate 0.039% among 390,000; further: potency means the concentration at half of the fitted maximal effect; on the % scale 0 is the no-effect control and ±100 the full control effect; nearly all actives have a fitted effect of over 75% in size; some results filed as inactive show a strong effect at the top dose
#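 MLSMR compounds (23 nl, pin-transferred) preincubated 10 min at room temperature with a 500nM (2x) first reagent, then RGS4 at 900nM (2x) plus Transcreener GDP mix added; fluorescence polarization (620/688 nm) read before and after 90 min at 30 °C.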
# Active calls of the source: *; ? = inconclusive; / = no result given; [ ] = another dose, or the depositor's remark. Unless noted, the call rests on the fitted dose curve; in most records, active means well fitted curve in the direction sought with a large enough effect; inconclusive means small, poorly fitted or top-dose-only effect, or another doubt; inactive means no such curve, though single readings can be large; an effect the other way counts as inactive or inconclusive. Only part of the results is shown, so the mix of outcomes need not match the whole.
[1] CCOC(=O)c1c(C)[nH]c(C)c1S(=O)(=O)N1CCC(C(=O)NCc2cccc(OC)c2)CC1
[2] COc1cccc(C(=O)Nc2cccc(C(=O)N3CCOCC3)c2)c1
[3] O=C(O)COc1ccc(/C=N/NC(=O)c2ccccc2Br)cc1
[4] COc1ccc(N(CC(O)CN2CCOCC2)S(=O)(=O)c2ccc(C)cc2)cc1 (stereo not drawn)
[5] O=C1C2C3C=CC(C3)C2C(=O)N1CC1CCCO1 (stereo not drawn)
[6] Cc1ccc(C(=O)Nc2c(C(=O)NC(C)(C)C)oc3ccccc23)cc1
[7] COc1ccc(CC(=O)Nc2ccc(NC(=O)c3ccc(Br)cc3)cc2)cc1OC
[8] NC(=O)c1ccccc1NS(=O)(=O)Cc1ccccc1

compound no.,1,2,3,4,5,6,7,8
G9a inh,-2%[59 µM],-3%[59 µM],?,17%,2%[12.7 µM],10%[59 µM],/,1%[59 µM]
BAZ2B inh,0%,-1%,3%,-11%,-1%,11%[57.1 µM],-11%,5%
HP1b binding inh,11%,39%[activator],44%[activator],9%,33%[activator],40%[activator],36%,23%
ERG-DNA inh,4%,3%,-4%,-5%,-2%,1%,-7%,6%
GLS inh,5%,2%,-1%,-1%,-1%,-5%,-7%,13%
12-LOX inh,3%,0%,/,-1%,7%,-16%,?,0%
JMJD2A Tudor,-12%,-5%[57.1 µM],0%,-12%,-4%,7%,-14%,4%
PI4K2A block,2,-2,0,0,2,-1,-2,-3
RGS4 inhibitor,-2%,21%[56.9 µM],-7%,6%,-7%,-12%,-36%,9%

[9] Cc1ccccc1Nc1nc(N)nc(COC(=O)c2cccn2C)n1
[10] Cc1ccc(N2C(N)=C(C#N)C3(C(=O)N(C)c4ccccc43)C3=C2CC(C)(C)CC3=O)cc1Cl (stereo not drawn)
[11] O=C(Cc1csc(Nc2nc(=S)[nH]c3ccccc23)n1)NCCCN1CCN(c2ccccc2F)CC1
[12] CCOc1ccc(-n2nc3ccc(NC(=O)c4cccc(F)c4)cc3n2)cc1
[13] O=C1C=C(Nc2cccc3cccnc23)c2ccccc2C1=O
[14] CC[C@@]1(O)C(=O)OCc2c1cc1n(c2=O)Cc2cc3c(N)cccc3nc2-1
[15] CCCCn1nc2cc(C(=O)NCc3ccc(OC(F)(F)F)cc3)ccc2c1OC
[16] COc1ccc(CC(=O)Nc2nc3ccccc3[nH]2)cc1

compound no.,9,10,11,12,13,14,15,16
G9a inh,-13%[59 µM],0%[12.7 µM],2%,4%[59 µM],35µM*,8%[59 µM],1%[59 µM],/
BAZ2B inh,?,9%,-12%,-16%,56µM*,-35%,8%,-9%
HP1b binding inh,19%,19%,10%,46%[activator],?,43%,39%,18%
ERG-DNA inh,2%,-5%,-2%,0%,29%,7%,-13%,-10%
GLS inh,-5%,14%,-4%,0%,-1%,-23%,1%,-2%
12-LOX inh,11%,6%,312%[activator],-23%,?,-2%,?,-11%
JMJD2A Tudor,-23%,13%,-32%,-6%,56µM*,-30%,?,-11%
PI4K2A block,1,-11,-4,-3,?,-26,-5,-22
RGS4 inhibitor,-13%,8%,-26%,-16%,?,-28%,-7%,20%

[17] Cc1cc(C)cc(NC(=O)C(Nc2ccccc2)c2ccccc2)c1 (stereo not drawn)
[18] COCCNC(=O)CCCn1c(=O)c2cc(OC)c(OC)cc2n(CC(=O)c2cccc(OC)c2)c1=O
[19] CC(=O)Nc1ccccc1OCC(=O)NCCC1=CCCCC1
[20] Cc1ccc(S(=O)(=O)NC2=C(N3CCN(Cc4ccccc4)CC3)C(=O)c3ccccc3C2=O)cc1
[21] O=C(Nc1cccc2cccnc12)c1ccc(-c2cccc(Cl)c2)o1
[22] O=C(CNS(=O)(=O)c1ccccc1F)NNC(=O)c1ccc(Br)cc1
[23] Cc1nc2sc(C(=O)Nc3ccc(F)cc3)c(N)c2c(-c2ccc(Br)cc2)c1C(=O)Nc1ccc(Cl)cc1
[24] CC(C)Cc1nnc(NC(=O)CCC(=O)N2CCN(S(=O)(=O)c3ccccc3)CC2)s1

compound no.,17,18,19,20,21,22,23,24
G9a inh,13%[59 µM],-33%,-3%,7.1µM*,1%[59 µM],13%,-23%[59 µM],14%[59 µM]
BAZ2B inh,-34%,/,-3%,7.9µM*,-17%,11%,-2%,-1%
HP1b binding inh,?,19%,35%,8.9µM*,31%,43%[activator],70%[activator],31%
ERG-DNA inh,-3%,5%,1%,-10%,13%,7%,3%,-4%
GLS inh,16%,6%,-16%,15%,1%,14%,12%,-3%
12-LOX inh,-5%,12%,3%,?,-14%,-1%,?,-2%
JMJD2A Tudor,-21%,-20%,1%,7.1µM*,-8%,-5%,11%,-13%
PI4K2A block,-4,-7,-3,2,1,-6,0,3
RGS4 inhibitor,-12%[11.4 µM],-12%,19%,?,16%,-48%,-35%,1%

[25] O=C(CCN1C(=O)[C@H]2CC=CC[C@H]2C1=O)NCc1nc(-c2ccccc2)no1
[26] Cn1nnnc1SCCNCc1cccnc1
[27] Cc1ccc(/C(=N\S(=O)(=O)c2ccc(Br)cc2)Nc2ccccc2C)cc1
[28] C=CCNC(=O)COc1ccc(S(=O)(=O)N2CCCC2)cc1
[29] COC(=O)[C@H](C)NC(=O)Nc1ccccc1C(F)(F)F
[30] Cc1ccc(NC(=S)NCCc2ccccc2)c(C)c1
[31] CC1(C)Cc2c(c(N3CCOCC3)nc3sc4c(NCC5CCCO5)nnnc4c23)CS1 (stereo not drawn)
[32] CCn1c(SCC(=O)NCC2CCCO2)nnc1-c1ccc(S(=O)(=O)N2CCN(C)CC2)cc1 (stereo not drawn)

compound no.,25,26,27,28,29,30,31,32
G9a inh,/,?,-10%,21%[59 µM],-1%[59 µM],4%[59 µM],/,-1%
BAZ2B inh,-12%,/,-2%,-21%,-2%,-37%,-25%,2%
HP1b binding inh,28%,40%[activator],23%,49%[activator],36%,?,0%,23%
ERG-DNA inh,-1%,4%,1%,-4%,-3%,-1%,-3%,-2%
GLS inh,10%,-7%,10%,-12%,1%,10%,8%,-15%
12-LOX inh,0%,-9%,-1%,6%,-14%,?,60%[activator],-2%
JMJD2A Tudor,-14%,-30%,-8%,-3%,-4%,-14%,-19%,12%
PI4K2A block,3,1,-2,-4,3,1,0,0
RGS4 inhibitor,1%[56.9 µM],-10%,3%,-16%,-20%,-13%,3%,-1%

# BAZ2B inh, what is marked active above.
[13] O=C1C=C(Nc2cccc3cccnc23)c2ccccc2C1=O
[20] Cc1ccc(S(=O)(=O)NC2=C(N3CCN(Cc4ccccc4)CC3)C(=O)c3ccccc3C2=O)cc1

compound no.,13,20
G9a inh,35µM*,7.1µM*
BAZ2B inh,56µM*,7.9µM*
HP1b binding inh,?,8.9µM*
ERG-DNA inh,29%,-10%
GLS inh,-1%,15%
12-LOX inh,?,?
JMJD2A Tudor,56µM*,7.1µM*
PI4K2A block,?,2
RGS4 inhibitor,?,?

# Looked up above:
# Cc1ccc(NC(=S)NCCc2ccccc2)c(C)c1 in JMJD2A Tudor is entered as -14%
# CCn1c(SCC(=O)NCC2CCCO2)nnc1-c1ccc(S(=O)(=O)N2CCN(C)CC2)cc1 (stereo not drawn) in JMJD2A Tudor is entered as 12%
# COC(=O)[C@H](C)NC(=O)Nc1ccccc1C(F)(F)F in ERG-DNA inh is entered as -3%
# C=CCNC(=O)COc1ccc(S(=O)(=O)N2CCCC2)cc1 in 12-LOX inh is entered as 6%
# O=C(CCN1C(=O)[C@H]2CC=CC[C@H]2C1=O)NCc1nc(-c2ccccc2)no1 in JMJD2A Tudor is entered as -14%
# CC1(C)Cc2c(c(N3CCOCC3)nc3sc4c(NCC5CCCO5)nnnc4c23)CS1 (stereo not drawn) in 12-LOX inh is entered as 60%[activator]
# Cn1nnnc1SCCNCc1cccnc1 in 12-LOX inh is entered as -9%

# Additional records
[33] Cc1nonc1NC(=O)CSc1nc2c(C)cccc2cc1C#N
[34] C=CCn1cc(C(=O)OC)c(=O)c2cc(S(=O)(=O)N3CCC(C)CC3)ccc21
[35] COc1ccc(CN=Cc2[nH]c3ccc(Br)c(Cl)c3c2O)cc1
[36] CCc1sc(C(=O)N2CCN(S(C)(=O)=O)CC2)cc1Br

compound no.,33,34,35,36
G9a inh,-22%,-35%[59 µM],4µM*,10%[59 µM]
BAZ2B inh,/,1%,45µM*,-3%
HP1b binding inh,66%[activator],14%,?,46%[activator]
ERG-DNA inh,-11%,-6%,-3%,2%
GLS inh,-4%,5%,0%,-1%
12-LOX inh,-6%,5%,?,-6%
JMJD2A Tudor,4%,-15%,?,-1%
PI4K2A block,1,4,7,4
RGS4 inhibitor,-23%,15%,-24%,-10%
